Screening results deposited in PubChem BioAssay by National Center for Advancing Translational Sciences (NCATS).
ERK EGF inh = blocks ERK signaling stimulated by EGF; HEK293-V1b, EGF-stimulated phospho-ERK AlphaScreen; Potency, µM (top dose mostly 11.5 µM), for inactives: at the top dose activity change, negative = inhibition, usual class: inhibitors; 0.41% of 130,000 active; AID 1454; active means well fitted inhibition curve with a large enough effect; inconclusive means small, poorly fitted or top-dose-only effect, or effect the other way;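 further: plate controls were stimulated vehicle wells for no effect and unstimulated vehicle basal for full effect; nearly all actives have a fitted effect of over 55% in size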
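Homogeneous cell-based phospho-ERK assay: HEK293/V1b cells in 1% FBS, compound 30 min then EGF 5 min, AlphaScreen luminescence. Activity normalized between DMSO and 25 nM EGF controls; AC50 from Hill modelling.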
Starred values were filed as active, the others as inactive; ? = inconclusive; [ ] = remark or other dose. Potency means the concentration at half of the fitted maximal effect. Some of the compounds tested. The share of hits here may be higher or lower than overall.

| Structure | ERK EGF inh |
| --- | --- |
| COc1ccc(-n2cc(C(=O)c3ccccc3O)cn2)cc1 | -4% |
| COCCCNC(=S)N/N=C/c1ccc2ccccc2c1 | -2%[57.5 µM] |
| CC(=O)NCCc1nc2ccccc2n1CCOc1ccc(C)cc1 | 4%[57.5 µM] |
| O=C(/C=C/c1ccco1)N1CCCC(c2ccccc2)C1 (configuration not stated) | 0% |
| Cc1ccc(Sc2ncccc2NC(=O)c2ccccc2Cl)cc1 | 9%[57.5 µM] |
| COC(=O)c1ccc(C23CC4(C2)[C@H](CN(CC2CCCCC2)[C@@H]4c2ccccc2)C3c2ccccc2)cc1 (some centres not stated) | -3% |
| Cc1ccsc1C(=O)Nc1ccc2c(c1)OCCO2 | -12% |
| Cc1cccc(NC(=S)NCCc2ccc3c(c2)OCCO3)c1C | ? |
| C#CCOCCOCCOCCNc1nc(N2CCN(C(=O)[C@H](CCC(=O)O)n3cc(C(N)CO)nn3)CC2)nc(N2CCN(C(=O)[C@H](Cc3ccc(O)cc3)n3cc(C(N)CC(C)C)nn3)CC2)n1 (some centres not stated) | -2%[57.5 µM] |
| Cc1ccc(C(=O)c2sc3nc4c(cc3c2N)CCC4)cc1 | 4% |
| NC(=O)C(=CNc1nc(-c2ccc(Cl)c(Cl)c2)cs1)C(N)=O | 3%[57.5 µM] |
| Cc1cccc(C)c1NC(=O)CCCSc1nc2ccccc2s1 | 11% |
| CCn1cc(S(=O)(=O)Nc2ccc3c(c2)OCCO3)cn1 | 4% |
| NC(=O)c1ccccc1OC1CCC1 | -9%[57.5 µM] |
| CCCCN(CC(=O)NC(C)(C)C)C(=O)C(=O)Nc1ccc2c(c1)OCCO2 | 7% |
| CC(=O)N(CCC1(C(C)C)CCOC(C)(C)C1)Cc1ccco1 (configuration not stated) | 2%[57.5 µM] |
| O=C(CSc1cccc[n+]1[O-])Nc1ccc([N+](=O)[O-])cc1Cl | 10% |
| CCc1cccc(OCCCn2ccnc2)c1 | -13% |
| O=C(NCc1nc2ccccc2[nH]1)C1=C[C@@H](C2CC2)C[C@@H](OCc2ccc(CO)cc2)O1 | -9%[57.5 µM] |
| Cn1c2c(c(=O)n(C)c1=O)C(C(F)(F)F)(C(F)(F)F)N=C(CCC1CCCCC1)N2 | ? |
| Cc1cc(C)c(C#N)c(Cl)n1 | -1% |
| N#C/C(=C\c1c(F)cccc1Cl)c1nn(-c2ccccc2)c(-n2cccc2)c1C#N | 3%[57.5 µM] |
| COCCn1c(=O)c(-c2ccccc2)nc2cnc(Nc3ccccc3)nc21 | 2% |
| CS(=O)(=O)N1CCC(C(=O)Nc2ccc(C(F)(F)F)cc2)CC1 | 4% |
| CC(=O)OCCCNc1cc(Sc2ccc(Cl)cc2)c2nonc2c1[N+](=O)[O-] | -3% |
| Cc1ccc(C(C)(C)C)c(OCCCn2ccnc2)c1 | -10% |
| O=C(CCc1nc2ccccc2s1)N1CCN(c2ccccc2)CC1 | -5% |
| COc1ccc(C2(NC(C)=O)CCN(C(=O)c3cccs3)CC2)cc1 | -6% |
| Cc1ccc(Cc2nc(-c3ccncc3)no2)cc1 | -4% |
| COc1ccc2cc(CCNC(=O)c3cccc([N+](=O)[O-])c3)c(=O)[nH]c2c1 | -5% |

Another view of part of the listing above.
COC(=O)c1ccc(C23CC4(C2)[C@H](CN(CC2CCCCC2)[C@@H]4c2ccccc2)C3c2ccccc2)cc1 (some centres not stated)
  ERK EGF inh = -3%

COc1ccc(C2(NC(C)=O)CCN(C(=O)c3cccs3)CC2)cc1
  ERK EGF inh = -6%

Carrying on:
| Structure | ERK EGF inh |
| --- | --- |
| CCOC(=O)N1CCC(NS(=O)(=O)c2ccc(C)cc2)CC1 | 14%[57.5 µM] |
| COc1cc(NC(=O)c2ccc3c(c2)OCCO3)ccc1NC(=O)c1ccco1 | 4% |
| CC(C)NC(=O)Nc1cccs1 | -1% |
| O=C(NNS(=O)(=O)c1ccc(Cl)cc1)c1cccc(S(=O)(=O)N2CCOCC2)c1 | 7%[57.5 µM] |
| O=C(N/N=C/c1c[nH]c2ccccc12)c1cccc([N+](=O)[O-])c1 | -8% |
| O=C(Nc1cccnc1Cl)c1ccc(=O)oc1 | -10%[57.5 µM] |
| CCOC(=O)Cn1nc(C)c(NC(=O)COc2ccc(OC)cc2)c1C | -11%[57.5 µM] |
| Cc1c(C(=O)NCc2ccoc2)oc2ccc3c(c12)C(=O)CC(C)(C)O3 | 2% |
| COc1ccccc1C(=O)N1CCN(Cc2ccc3c(c2)OCO3)CC1 | 2% |
| Cc1ccc(OC(C)C(=O)N/N=C/c2ccccn2)cc1 (configuration not stated) | -2% |
| CCn1nnnc1SCC(=O)Nc1nc2ccc(OC)cc2s1 | -8% |
| O=C(Nc1cccs1)Nc1ccc(F)cc1F | -5% |
| COc1cc(/C=N/NC(=O)CN(CCc2ccccc2)S(=O)(=O)c2ccc(NC(C)=O)cc2)cc(OC)c1OC | -4% |
| COC(C[C@H](O)[C@H](C)[C@H](O)COCc1ccccc1)OC | -9%[57.5 µM] |
| O=C(Nc1ccc([N+](=O)[O-])cc1)N1CCCCC1 | 9% |
| COc1ccc(CN2C(=O)NC3(CCCc4ccccc43)C2=O)cc1F (configuration not stated) | 2% |
| COC(=O)c1ccc(/C=N/N2CCN(Cc3ccc(Cl)cc3)CC2)cc1 | -3%[57.5 µM] |
| O=C(NS(=O)(=O)c1ccc(Cl)cc1)c1ccccc1 | -16% |
| OCC1(CC2CCCCO2)CCN(Cc2nc3ccccc3[nH]2)CC1 (configuration not stated) | -3% |
| COc1ccccc1C(=O)NC(=O)OCCn1c(C)cnc1[N+](=O)[O-] | -1% |
| COC(CNC(=O)c1ccc2c3c(onc13)-c1ccccc1C2=O)OC | 35µM* |
| CC(C)(C)CC(=O)Nc1nn[nH]n1 | -2% |
| CC[N+]1(CC)CC2=Cc3ccccc3CC2C1 (configuration not stated) | -11%[57.5 µM] |
| Cc1nn(CCS(=O)(=O)c2ccc(Cl)cc2)c(C)c1Br | -4%[57.5 µM] |
| O=[N+]([O-])c1ccc(-c2nc(C(Cl)Cl)c3ccccc3n2)cc1 | -8%[57.5 µM] |
| O=C(NC1CCCCCC1)C1c2ccccc2C(=O)N1Cc1cccs1 (configuration not stated) | -1% |
| CCOC(=O)NC(NS(=O)(=O)c1ccccc1)(C(=O)OCC)C(F)(F)F (configuration not stated) | 5% |
| COC(=O)[C@H](Cc1ccccc1)NC(=O)N1CCN(c2ccc(F)cc2)CC1 | -6%[57.5 µM] |
| Cc1ccc(NC2=C(Cl)C(=O)OC2OC(C)C)cc1 (configuration not stated) | -2% |
| CC(C(=O)Nc1ccccc1-c1ccccc1)N1CCN(Cc2ccccc2)CC1 (configuration not stated) | -7% |

Further structures follow:
| Structure | ERK EGF inh |
| --- | --- |
| CCN(CC)S(=O)(=O)c1cccc(-c2nn(-c3ccccc3)cc2/C=C(\C#N)C(=O)NCc2ccco2)c1 | 1% |
| CCOC(=O)CSc1nc(C)c2ccc(C)cc2n1 | -2% |
| CCOc1ccc(NC(=O)/C=C/c2ccccc2)c([N+](=O)[O-])c1 | ? |
| O=C(Nc1cccc(F)c1)N1CCCC(CNS(=O)(=O)Cc2ccccc2)C1 (configuration not stated) | -4% |
| NS(=O)(=O)c1ccc(NC(=O)c2ccc(CNS(=O)(=O)c3cc(C(F)(F)F)ccc3Cl)cc2)cc1 | -16%[57.5 µM] |
| O=C(/C=C/c1ccc(N2CCOCC2)cc1)c1ccccc1 | 4% |
| O=C1CNC(=S)N1CCc1ccc(Cl)cc1 | -6%[57.5 µM] |
| CCCN(CCC)C(=O)CCSCCC(=O)N(CCC)CCC | -2% |
| COc1ccc(C2=NN(C(=O)CSc3nnc(-c4ccccc4F)o3)C(c3ccco3)C2)cc1 (configuration not stated) | 2% |
| COc1ccc(Nc2nnc(SCC3CCCO3)s2)cc1 (configuration not stated) | -12% |
| Cc1cccc(N(CC(=O)NCCSc2nc3ccccc3s2)S(=O)(=O)c2ccccc2)c1 | 4% |
| CN(C)CCNc1ncnc2c1sc1nc(-c3ccccc3)c3c(c12)CCCC3 | ? |
| CCOc1ccc2nc(N3C(=O)CNC3=S)sc2c1 | -6%[57.5 µM] |
| CN1CCN(CCC=C2c3ccccc3Sc3ccc(S(=O)(=O)N(C)C)cc32)CC1 | 5% |
| CCN(CC)CCNC(=O)c1sc2ncn(CC(=O)Nc3ccc(C)c(Cl)c3)c(=O)c2c1C | -13% |
| O=S(=O)(CC(O)CS(=O)(=O)c1ccc(Cl)cc1)c1ccccc1 (configuration not stated) | -1%[57.5 µM] |
| COc1ccc(C2(CNC(=O)c3ccccc3)CCOCC2)cc1 | 20%[57.5 µM] |
| CCC(C)(C)C1CCc2[nH]nc(C(=O)N/N=C(\C)c3ccco3)c2C1 (configuration not stated) | ? |
| O=C(c1csnn1)N1CCC2(CC1)CCN(c1cccc(-c3ccccc3)c1)CC2 | 16% |
| O=C1COc2cccnc2N1 | 8%[57.5 µM] |
| CO[C@]1(NC(=O)Cc2cccs2)C(=O)N2C(C(=O)O)=C(COC(N)=O)CS[C@H]21 | 18%[25.7 µM] |
| CCOC(=O)N1CCN(C(=O)C2CCN(Cc3cccc(OCc4ccccc4)c3)CC2)CC1 | 15% |
| Cc1ccc(CNC(=O)C(=O)NCC2OCCN2S(=O)(=O)c2ccc3c(c2)OCCO3)cc1 (configuration not stated) | -4% |
| O=c1[nH]c2ccccc2nc1C(Nc1ccccc1)c1ccccc1 (configuration not stated) | -16%[57.5 µM] |
| CC1CC(C)CN(C(=O)C2CCCN(S(=O)(=O)c3cnc[nH]3)C2)C1 (configuration not stated) | 0%[57.5 µM] |
| Cc1cc[n+](CC(=O)c2ccc3c(c2)OCCO3)cc1 | 1% |
| COc1ccccc1OCCNC(=O)C1CCCCC1 | -9% |
| CNC(=O)c1ccsc1NC(=O)c1ccc(S(=O)(=O)N2CCOCC2)cc1 | 2% |
| NS(=O)(=O)c1ccc(NC(=O)/C=C/c2ccccc2Cl)cc1 | 3% |
| CC(C)Nc1ncnc2ccc(Br)cc12 | -5% |

5 records drawn at random from those above, as already listed:
| Structure | ERK EGF inh |
| --- | --- |
| CCN(CC)CCNC(=O)c1sc2ncn(CC(=O)Nc3ccc(C)c(Cl)c3)c(=O)c2c1C | -13% |
| CCN(CC)S(=O)(=O)c1cccc(-c2nn(-c3ccccc3)cc2/C=C(\C#N)C(=O)NCc2ccco2)c1 | 1% |
| CCOC(=O)CSc1nc(C)c2ccc(C)cc2n1 | -2% |
| O=C(/C=C/c1ccc(N2CCOCC2)cc1)c1ccccc1 | 4% |
| O=S(=O)(CC(O)CS(=O)(=O)c1ccc(Cl)cc1)c1ccccc1 (configuration not stated) | -1%[57.5 µM] |

Continuation:
| Structure | ERK EGF inh |
| --- | --- |
| CC1CCN(S(=O)(=O)c2cn(CC(=O)N3CC(C)CC(C)C3)c(=O)c3ccccc23)CC1 (configuration not stated) | 8% |
| CCOC(=O)CCC(=O)N(CCN(C(=O)CCC(=O)OCC)c1ccccc1)c1ccccc1 | -2% |
| COC(=O)c1cc(S(=O)(=O)NCc2ccc(S(N)(=O)=O)cc2)oc1C | -16%[57.5 µM] |
| CN1c2ccccc2C(C)(C)C12CC(c1ccc(Cl)c(S(=O)(=O)N3CCCC3)c1)=NO2 (configuration not stated) | 2% |
| COC(=O)C1CCN(C2CC(=O)N(c3cc(C)cc(C)c3)C2=O)CC1 (configuration not stated) | -5% |
| Cc1cc([N+](=O)[O-])nn1CC(=O)N/N=C/c1ccccc1Br | 12%[57.5 µM] |
| CC(C)CCC(O)(CCC(C)C)C(=O)NN1CCCCC1 | -2% |
| O=C(O)Cc1ccc(NC(=S)NCc2ccco2)cc1 | 9% |
| CC(=O)c1sc(=S)n(-c2ccc(Cl)cc2)c1C | -4% |
| O=C(NNC(=O)c1ccc(Oc2ccc(C3SCCS3)cc2)o1)c1ccc(Cl)cc1 | -7%[57.5 µM] |
| CCCCn1c(SCC(=O)c2ccc(O)c(O)c2)nc2ccsc2c1=O | -3% |
| Cc1cccc(C(=O)N2CCC(=O)N(C(COCc3cccc(C(F)(F)F)c3)Cc3ccccc3)CC2)c1 (configuration not stated) | -2% |
| CCOC(=O)N1CCN(S(=O)(=O)c2ccc(C(=O)NNc3nc4cc(C)cc(C)c4s3)cc2)CC1 | ? |
| C=C(C)CC(Nc1ccc(OC)cc1)c1ccco1 (configuration not stated) | -9% |
| Cc1ccc(C)c(N(C)C(=O)c2cc3c(=O)[nH]c4ccc(C)cc4c3s2)c1 | 0%[57.5 µM] |
| CC(=O)Nc1cccc(OCC(=O)Nc2sccc2C(N)=O)c1 | -5%[57.5 µM] |
| COc1ccc2cc(CN(CC3CCCO3)C(=S)Nc3ccccc3)c(=O)[nH]c2c1 (configuration not stated) | 4% |
| N=C(N)c1ccc(N2CCN(C3CCN(CC(=O)O)CC3)CC2)cc1 | 3% |
| COc1cccc(NC(=O)c2ccc(NCCCN3CC(C)CC(C)C3)c([N+](=O)[O-])c2)c1 (configuration not stated) | -6% |
| O=C(C1CCN(Cc2ccc(F)cc2)CC1)N1CCN(C/C=C/c2ccccc2)CC1 | -6%[57.5 µM] |
| CNC(=S)N(CCc1c(C)[nH]c2ccccc12)Cc1cc(OC)c(OC)c(OC)c1 | -6% |
| c1ccc(CSc2ccc3nnc(-c4ccccn4)n3n2)cc1 | -2% |
| O=C(CN(CC1CCCO1)C(=O)CNS(=O)(=O)c1ccccc1)NCc1ccco1 (configuration not stated) | 0% |
| COc1ccc2cc(C(=O)C3CCCN(C(=O)c4csnn4)C3)ccc2c1 (configuration not stated) | 2% |
| Cc1cccc(NC(=O)NNC(=O)c2ccc(C)c([N+](=O)[O-])c2)c1 | 6% |

An excerpt of these results, as labelled records:
SMILES: Cc1cc([N+](=O)[O-])nn1CC(=O)N/N=C/c1ccccc1Br
  ERK EGF inh: 12%[57.5 µM]

SMILES: CC(C)CCC(O)(CCC(C)C)C(=O)NN1CCCCC1
  ERK EGF inh: -2%
